# Source: PubChem BioAssay (National Center for Advancing Translational Sciences (NCATS))
# LDHA block: inhibitors of human lactate dehydrogenase A; P00338; purified LDHA, NADH/diaphorase-resazurin fluorescence; hits give low values; activity change, % (values are at about 110 or 230 µM); hit rate 0.15% among 480,000; in the data active = activity change below about -30%; inconclusive = mostly about -25% to -30%;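 also: plate controls were DMSO wells for no effect and wells without enzyme for full effect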
#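 Resorufin fluorescence (ex540/em590), read at 0 and 20 min after diaphorase/resazurin addition, reports the NADH left after a 5 min room-temperature reaction of 2 nM human LDH5 with 0.06 mM NADH and 0.2 mM pyruvate.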
# D2 potentiator: positively modulates the human D2 dopamine receptor allosterically. P14416. AID 485347. HEK293 T-REx D2, calcium flux, EC20 dopamine potentiation. potentiation, % at 10 µM. hit rate 0.34% among 340,000;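 active = potentiation over 3 SD above the plate norm, cut at about 30% in these data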; also: 0% is about no effect
#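 Calcium flux readout, no-wash dye, 1 read/s. Inducible HEK293 Trex D2 line, overnight 30 C. Compound alone 180 s (agonist flags), then EC20 dopamine, another 180 s to score potentiation.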
# D1 antag: human D1 dopamine receptor antagonism. hit rate 3.2% among 360,000. P21728. activity change, negative = inhibition, % at 10 µM. HEK293 TREx D1 cells, calcium flux, dopamine EC80; hits give low values; in the data active = activity change below about -30%; also: % is scaled to controls: 0 for no effect and ±100 for the full control effect
#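 Calcium flux readout: force-coupled, inducible Hek293 Trex D1 line, cells induced overnight at 30 C with tetracycline, dye-loaded 30–90 min at RT. Antagonism scored against EC80 dopamine challenge given 180 s after compound.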
# D1 PAM: human D1 dopamine receptor positive modulation | P21728 | HEK293 TREx D1 cells, calcium flux, dopamine EC20 potentiation | potentiation, % at 10 µM | hit rate 0.036% among 360,000 | AID 504651; in the data active = potentiation above about 30%; also: 0% is about no effect
# Vif-APOBEC3G blk: inhibitors of Vif-APOBEC3G interaction; HeLa A3G-eYFP + Vif (tagged APOBEC3G with the HIV-1 protein that degrades it), YFP fluorescence, overnight; Potency, µM (series often up to 46.1 µM), without a hit: top-dose activity, negative = active, actives largely listed as inhibitors; hit rate 0.076% among 410,000;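 also: potency is read from the fitted curve at half-maximal effect; % is scaled to controls: 0 for no effect and ±100 for the full control effect; nearly all actives have a fitted effect of over 60% in size; hits raise eYFP signal because A3G escapes Vif-driven loss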
# Target sequence (Q9HC16 whole entry, looked up): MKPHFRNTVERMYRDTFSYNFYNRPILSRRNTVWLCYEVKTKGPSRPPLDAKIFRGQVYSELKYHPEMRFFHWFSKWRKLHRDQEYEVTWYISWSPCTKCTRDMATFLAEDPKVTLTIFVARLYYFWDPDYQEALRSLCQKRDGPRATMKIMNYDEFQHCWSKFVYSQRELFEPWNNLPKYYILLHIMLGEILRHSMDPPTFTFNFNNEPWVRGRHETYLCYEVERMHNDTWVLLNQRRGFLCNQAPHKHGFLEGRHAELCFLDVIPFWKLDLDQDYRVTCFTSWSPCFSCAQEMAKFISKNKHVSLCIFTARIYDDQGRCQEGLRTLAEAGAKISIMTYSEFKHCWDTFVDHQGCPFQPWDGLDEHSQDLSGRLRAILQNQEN
#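 Read-out is eYFP fluorescence (Ex 488/Em 500-530) from Vif-expressing HeLa A3G-eYFP cells; more signal means A3G escaped Vif-mediated degradation. Cells plated overnight, compound pinned in, incubated overnight at 37 deg C.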
# Vif-APOBEC3F blk: Vif-A3F binding inhibition; HeLa A3F-eYFP + Vif (tagged APOBEC3F with the HIV-1 protein that degrades it), YFP fluorescence increase; Potency, µM (doses to about 46.1 µM), without a hit: at the highest dose activity, negative = active; hit rate 0.2% among 390,000; AID 602313; also: potency is read from the fitted curve at half-maximal effect; % of control where 0% means no effect; nearly all actives have a fitted effect of over 65% in size
#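 Fluorescence increase (Ex 488/Em 500-530) after overnight compound treatment at 37 deg C flags inhibition of Vif-driven A3F-eYFP loss in stable HeLa A3F-eYFP/Vif cells seeded overnight beforehand.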
# GRP78 ERSR act: induces the endoplasmic reticulum stress response in human glioma cells | U87-MG GRP78 promoter luciferase reporter, 16 h | Potency, µM, without a hit: at the top dose activation, most hits filed as activators | hit rate 0.02% among 420,000; also: potency is read from the fitted curve at half-maximal effect; series mostly up to about 76 µM; % of control where 0% means no effect; nearly all actives have a fitted effect of over 35% in size
#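 Stably transfected U87-MG glioma cells carrying a GRP78-based luciferase sensor; 16 h compound incubation. Luminescence end-point read 10 min after Bright-Glo addition at room temperature.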
# D1 ag: agonists of human D1 dopamine receptor. P21728. HEK293 T-REx D1 cells, calcium flux, agonist mode. activation, % at 2 µM. hit rate 1% among 360,000. AID 504660; in the data active = activation above about 30%; also: 0% is about no effect
#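 Agonism was scored from calcium flux recorded over 180 s (1 read/s) after pintool compound addition, following a 10-cycle baseline. Cells were inducible force-coupled HEK293 TREx D1, plated overnight at 30 C and loaded with no-wash calcium dye.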
# RXFP1 ag: RXFP1 (human) receptor agonism | Q9HBX9 | HEK293T-RXFP1 cAMP TR-FRET, 30 min; response scale: percent of porcine relaxin response, buffer zero | Potency, µM (doses to about 57.5 µM), for the others: at the top dose activation, usual class: activators | hit rate 0.3% among 370,000 | AID 2676; also: potency is read from the fitted curve at half-maximal effect; % is scaled to controls: 0 for no effect and ±100 for the full control effect; nearly all actives have a fitted effect of over 60% in size; many of its hits are not listed in these tables
# Target sequence (Q9HBX9 whole entry, looked up): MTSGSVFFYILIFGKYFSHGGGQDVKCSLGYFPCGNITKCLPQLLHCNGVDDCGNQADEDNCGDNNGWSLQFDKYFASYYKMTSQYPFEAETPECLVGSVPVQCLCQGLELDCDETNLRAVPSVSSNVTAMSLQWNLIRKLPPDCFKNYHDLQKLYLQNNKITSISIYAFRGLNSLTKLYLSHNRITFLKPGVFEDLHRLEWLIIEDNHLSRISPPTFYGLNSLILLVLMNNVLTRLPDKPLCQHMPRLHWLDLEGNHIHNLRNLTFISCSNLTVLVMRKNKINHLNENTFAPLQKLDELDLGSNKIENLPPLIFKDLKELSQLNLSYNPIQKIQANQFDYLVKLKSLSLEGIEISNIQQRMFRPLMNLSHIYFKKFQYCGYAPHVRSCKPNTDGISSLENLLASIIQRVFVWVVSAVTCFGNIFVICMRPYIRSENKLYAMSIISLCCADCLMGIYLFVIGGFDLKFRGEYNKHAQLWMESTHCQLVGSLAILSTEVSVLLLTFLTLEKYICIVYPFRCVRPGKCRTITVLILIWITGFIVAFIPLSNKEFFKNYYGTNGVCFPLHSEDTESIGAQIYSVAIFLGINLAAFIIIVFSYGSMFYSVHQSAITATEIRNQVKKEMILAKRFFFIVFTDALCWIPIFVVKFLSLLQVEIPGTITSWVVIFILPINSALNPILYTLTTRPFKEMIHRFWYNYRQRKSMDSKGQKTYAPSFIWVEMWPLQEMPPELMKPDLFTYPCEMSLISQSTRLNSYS
#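 cAMP rise read by TR-FRET after 30 min, 37C compound exposure (up to 58 uM) in RXFP1-transfected HEK293 cells with Ro 20174 present. EC50 from Hill-equation fits, with 29 nM porcine relaxin as 100% and buffer as basal.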
# * marks the source's active call; other numbers are inactive results; ? = inconclusive; nt = not tested or not shown; & = joins results of further samples. Unless noted, calls follow the shape of the dose curve; as a rule, active = well fitted curve in the direction sought with a large enough effect; inconclusive = small, poorly fitted or top-dose-only effect, or another doubt; inactive = no such curve, though single readings can be large; an effect the other way counts as inactive or inconclusive. Not all compounds are listed; rates above refer to the full screens.
1	Cc1nc(N2CCOCC2)[nH]c(=O)c1C
2	COc1ccc(N(C)C(=O)Nc2ccc3nsnc3c2)cc1
3	CCOC(=O)N1CCN(S(=O)(=O)c2ccc3c(c2)CCN3C(=O)CC)CC1
4	O=C(NCCN1C(=O)S/C(=C\c2ccc(Cl)c([N+](=O)[O-])c2)C1=O)C1=COCCO1
5	Cc1nn(C)c(C)c1N=Cc1c(O)ccc2ccccc12
6	COc1cc2c(cc1OC)C(c1ccccc1)N(C(=O)c1ccccc1)CC2 (stereo not drawn)
Compound	1	2	3	4	5	6
LDHA block	-9	30	-2	-3	20	2
D2 potentiator	-6	-5	16	-6	-2	4
D1 antag	-6	-2	-13	-57*	9	7
D1 PAM	-9	1	-2	-6	-4	-2
Vif-APOBEC3G blk	10%	1%	1%	-23%	4%	-9%
Vif-APOBEC3F blk	?	-1%	-3%	5%	-4%	-4%
GRP78 ERSR act	-6%	4%	-3%	-11%	-5%	-1%
D1 ag	1	10	2	8	1	0
RXFP1 ag	0.4%	5.2%	-0.6%	0.2%	0.8%	1.7%

7	Nc1c(C(=O)Nc2ccc(OC(F)(F)F)cc2)sc2nc(-c3ccncc3)ccc12
8	COc1ccc(CCNC(=O)CSc2nnc(Cc3csc(N)n3)n2C)cc1OC
9	COc1ccc(NC(=O)N(C)[C@H]2C[C@H]3c4[nH]c5ccc(-c6ccc7c(c6)OCO7)cc5c4CCN3C[C@H]2[C@H](C)O)cc1
10	Cc1ccccc1N1CC(O)(c2cccs2)[N+]2=C1CCCC2 (stereo not drawn)
11	O=C(CNC(=O)c1ccncc1)N/N=C/c1ccccn1
12	CC1CCN(S(=O)(=O)c2nnc(NC(=O)c3cccc(Br)c3)s2)CC1
Compound	7	8	9	10	11	12
LDHA block	-18	-6	0	-15	3	-3
D2 potentiator	-9	2	nt	-7	2	3
D1 antag	-20	1	nt	9	17	10
D1 PAM	-4	1	nt	4	-11	0
Vif-APOBEC3G blk	-8%	-1%	?	1%	-5%	4%
Vif-APOBEC3F blk	-4%	-1%	-7%	1%	-11%	4%
GRP78 ERSR act	-4%	-5%	-9%	-4%	0%	-3%
D1 ag	16	1	nt	-1	2	1
RXFP1 ag	18%	2.3%	nt	1.4%	3.5%	0.6%

13	CCc1ccccc1N1CCN(S(=O)(=O)c2ccc(F)c(C)c2)CC1
14	c1ccc2[nH]c(N3CCOCC3)nc2c1
15	COCCCn1c(=O)c2ccccc2n(CC(=O)Nc2ccc3c(c2)OCCO3)c1=O
16	CCC(=O)NC(=S)Nc1cccc(-c2nc3ncccc3o2)c1
17	COc1cccc(NC(=O)CN(C)C(=O)COc2ccccc2Cc2ccccc2)c1
18	CCCn1c(SCC(=O)Nc2c(CC)cccc2CC)nnc1C(C)C
Compound	13	14	15	16	17	18
LDHA block	-1	-4	2	-3	-2	0
D2 potentiator	-17	-9	4	1	nt	0
D1 antag	-37*	-11	-2	5	-12	-4
D1 PAM	-2	-11	-9	-3	nt	-6
Vif-APOBEC3G blk	0%	-8%	0%	0%	-2%	-1%
Vif-APOBEC3F blk	-11%	-3%	?	3%	-13%	3%
GRP78 ERSR act	-5%	3%	4%	-3%	-4%	-6%
D1 ag	7	2	3	1	22	1
RXFP1 ag	2.7%	0.5%	-1.5%	0.3%	-0.7%	-0.9%

19	Cc1ccc(NC(=O)COC(=O)Cn2cnc3c2c(=O)n(C)c(=O)n3C)cc1
20	Cc1nc(N2CCN(Cc3ccc4c(c3)OCO4)CC2)nc2c1C(=O)CC(c1ccco1)C2 (stereo not drawn)
21	Cc1ccc(NC(=O)NNC(=O)c2cc3ccccc3cc2O)cc1C
22	CCOC(=O)c1sc(NC(=O)c2cc(S(=O)(=O)N3CCOCC3)ccc2C)nc1C
23	Cc1ccc(S(=O)(=O)N(CC(=O)Nc2cc(C)ccc2C)C(=O)N2CCN(C)CC2)cc1
24	COc1cc(OC)c(C2N(c3ccccn3)C(=O)C3CCCN32)cc1OC (stereo not drawn)
Compound	19	20	21	22	23	24
LDHA block	-7&2	-3	-13	1	-1	0
D2 potentiator	nt	-25	5	5	17	nt
D1 antag	nt	-5	-7	2	-15	6
D1 PAM	nt	0	-1	-3	-1	-3
Vif-APOBEC3G blk	-2%	4%	2%	0%	-1%	1%
Vif-APOBEC3F blk	0%	-3%	-4%	-12%	3%	-1%
GRP78 ERSR act	0%	-2%	0%	-5%	-3%	-4%
D1 ag	nt	3	6	0	1	3
RXFP1 ag	nt	1.5%	-0.9%	0.6%	0.3%	-1.1%

# D1 antag: hit marks shown above.
No.	smiles	LDHA block	D2 potentiator	D1 antag	D1 PAM	Vif-APOBEC3G blk	GRP78 ERSR act	D1 ag	RXFP1 ag
4	O=C(NCCN1C(=O)S/C(=C\c2ccc(Cl)c([N+](=O)[O-])c2)C1=O)C1=COCCO1	-3	-6	-57*	-6	-23%	-11%	8	0.2%
13	CCc1ccccc1N1CCN(S(=O)(=O)c2ccc(F)c(C)c2)CC1	-1	-17	-37*	-2	0%	-5%	7	2.7%

# More compounds:
25	Cc1noc(Cn2c(=O)c3ccccc3n(CC(=O)Nc3cc(Cl)ccc3C)c2=O)n1
26	CN(CC(=O)Nc1ccccc1C(F)(F)F)C(=O)COc1ncnc2sccc12
27	O=C(NCc1ccccn1)c1cc(Br)ccc1Cl
28	CC1=CC=CC2=NC(=O)CC(C)(C(=O)N(CC(=O)NC(C)C)C3CCCC3)N12 (stereo not drawn)
29	CN1C2=CC=CC=CC2=[N+](C)C12C=CC(=[N+]([O-])[O-])C=C2[N+](=O)[O-] (stereo not drawn)
30	Nc1nonc1-n1nnc(C(=O)N/N=C/c2ccc(O)cc2)c1COc1ccc(F)cc1
Compound	25	26	27	28	29	30
LDHA block	0	-6	-5	-6	27	-9
D2 potentiator	-13	-5	21	1	1	-2
D1 antag	-3	1	3	7	10	-9
D1 PAM	-3	3	-3	0	-12	-6
Vif-APOBEC3G blk	-5%	-4%	-3%	0%	4%	-7%
Vif-APOBEC3F blk	-5%	-8%	-28%	-12%	-10%	-3%
GRP78 ERSR act	-3%	-5%	2%	-4%	3%	-6%
D1 ag	-1	2	2	1	1	0
RXFP1 ag	?	-1.8%	0.1%	3.0%	1.5%	0.0%

31	O=C(Nc1ccc(N2CCOCC2)cc1)Nc1ccc(Cl)c(Cl)c1
32	COC(=O)c1ccc(Cl)cc1NC(=O)N1CCC(CN2CCCC2)CC1
33	Clc1ccc(Sc2cc(N3CCOCC3)nc(-c3ccccc3)n2)cc1
34	Cc1ccc(NC(=O)C2CCCN(S(=O)(=O)c3cccc4cccnc34)C2)c(Br)c1 (stereo not drawn)
35	Cc1ccc(NC(=O)CS(=O)CC(=O)N(c2ccc(C)cc2)C(C)C(=O)NC2CCCCC2)cc1 (stereo not drawn)
36	CC(=O)c1ccccc1NC(=O)COC(=O)c1cc2ccccc2[nH]1
Compound	31	32	33	34	35	36
LDHA block	13	-8	-1	-16	2	-7
D2 potentiator	nt	-7	12	14	-10	7
D1 antag	-31*	10	1	2	-7	6
D1 PAM	-4	5	9	-5	-3	nt
Vif-APOBEC3G blk	0%	-2%	-2%	1%	1%	-24%
Vif-APOBEC3F blk	-5%	0%	nt	3%	-17%	-24%
GRP78 ERSR act	13%	1%	-6%	-3%	-3%	-3%
D1 ag	17	2	1	-1	0	12
RXFP1 ag	-2.1%	0.2%	3.7%	-0.5%	0.1%	1.8%

37	O=C(Nc1ccc(C(=O)OCc2cc(=O)n3c4c(sc3n2)CCCC4)cc1)c1ccc(Cl)cc1
38	Cn1c(=O)c2c(nc(SCCN3CCOCC3)n2Cc2ccccc2Cl)n(C)c1=O
39	Cc1cc(NC(=O)COC(=O)C2=COCCO2)c([N+](=O)[O-])cc1C
40	Cc1ccc(-c2nnc(Nc3ccc(Br)cc3)c3ccccc23)cc1S(=O)(=O)NCc1nc2ccccc2[nH]1
41	CCOC(=O)C1CCCN(C(=O)C2CCN(Cc3nc(-c4ccc(Cl)cc4)oc3C)CC2)C1 (stereo not drawn)
42	Cc1cccc(N2CC(C(=O)Nc3ccc4c(c3)OCO4)CC2=O)c1C (stereo not drawn)
43	NC(=O)N/N=C/c1cc(F)cc(F)c1
44	CCNS(=O)(=O)c1ccc(NC(=S)N2CCc3ccccc32)cc1
Compound	37	38	39	40	41	42	43	44
LDHA block	10	1	3	-9	-2	-1	-1	-2
D2 potentiator	2	11	2	-6	nt	0	-3	-7
D1 antag	-6	4	17	6	nt	-14	6	-9
D1 PAM	-1	4	5	0	nt	7	-4	-3
Vif-APOBEC3G blk	-5%	2%	-1%	-1%	0%	-3%	3%	-1%
Vif-APOBEC3F blk	-11%	4%	-11%	2%	8%	2%	-3%	2%
GRP78 ERSR act	-1%	-2%	7%	0%	-2%	-4%	-1%	3%
D1 ag	0	1	6	5	nt	1	5	9
RXFP1 ag	2.8%	0.2%	-1.7%	6.7%	nt	0.5%	-2.1%	3.9%

# Gathered by group, the compounds so far with an aryl methoxy group
2	COc1ccc(N(C)C(=O)Nc2ccc3nsnc3c2)cc1
6	COc1cc2c(cc1OC)C(c1ccccc1)N(C(=O)c1ccccc1)CC2 (stereo not drawn)
8	COc1ccc(CCNC(=O)CSc2nnc(Cc3csc(N)n3)n2C)cc1OC
9	COc1ccc(NC(=O)N(C)[C@H]2C[C@H]3c4[nH]c5ccc(-c6ccc7c(c6)OCO7)cc5c4CCN3C[C@H]2[C@H](C)O)cc1
17	COc1cccc(NC(=O)CN(C)C(=O)COc2ccccc2Cc2ccccc2)c1
24	COc1cc(OC)c(C2N(c3ccccn3)C(=O)C3CCCN32)cc1OC (stereo not drawn)
Compound	2	6	8	9	17	24
LDHA block	30	2	-6	0	-2	0
D2 potentiator	-5	4	2	nt	nt	nt
D1 antag	-2	7	1	nt	-12	6
D1 PAM	1	-2	1	nt	nt	-3
Vif-APOBEC3G blk	1%	-9%	-1%	?	-2%	1%
Vif-APOBEC3F blk	-1%	-4%	-1%	-7%	-13%	-1%
GRP78 ERSR act	4%	-1%	-5%	-9%	-4%	-4%
D1 ag	10	0	1	nt	22	3
RXFP1 ag	5.2%	1.7%	2.3%	nt	-0.7%	-1.1%
